Assay outcomes (PubChem BioAssay)
GPR151 ag – human GPR151 activation; Q8TDV0; PathHunter beta-arrestin GPR151 cells, luminescence; activation, % at 11.2 µM; actives 1% (n = 650,000); in the data active = activation above about 4.9%;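 note: 0% = median of compound wells and 100% = cells with positive control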
Target sequence (Q8TDV0 whole entry, looked up): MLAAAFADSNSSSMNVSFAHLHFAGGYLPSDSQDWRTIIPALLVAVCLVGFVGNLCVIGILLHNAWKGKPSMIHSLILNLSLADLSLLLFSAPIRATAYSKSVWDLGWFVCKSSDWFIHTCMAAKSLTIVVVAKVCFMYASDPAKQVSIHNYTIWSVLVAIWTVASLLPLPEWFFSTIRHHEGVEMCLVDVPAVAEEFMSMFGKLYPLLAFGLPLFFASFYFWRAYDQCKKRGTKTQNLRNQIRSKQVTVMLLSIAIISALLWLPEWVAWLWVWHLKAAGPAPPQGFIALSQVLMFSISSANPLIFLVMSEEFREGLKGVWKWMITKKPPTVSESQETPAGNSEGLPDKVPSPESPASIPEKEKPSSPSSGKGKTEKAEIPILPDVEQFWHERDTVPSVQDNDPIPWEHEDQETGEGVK
FBW7 activator – human FBW7 E3 ligase activation, primary screen. Q969H0. AlphaScreen FBW7–phospho-cyclin E peptide binding, activator screen. actives 0.13% (n = 650,000). normalized activity (activation), % at 26.1 µM; in the data active = normalized activity above about 1.9%;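 note: purified mutant Fbw7 with reduced substrate affinity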
MITF inh – human MITF inhibition, primary screen; O75030; AlphaScreen MITF homodimerization, bead proximity signal; inhibition, % at 2.6 µM; actives 0.91% (n = 650,000); AID 1259374; in the data active = inhibition above about 50%;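 note: 0% = vehicle wells with protein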
Target sequence (O75030 whole entry, looked up): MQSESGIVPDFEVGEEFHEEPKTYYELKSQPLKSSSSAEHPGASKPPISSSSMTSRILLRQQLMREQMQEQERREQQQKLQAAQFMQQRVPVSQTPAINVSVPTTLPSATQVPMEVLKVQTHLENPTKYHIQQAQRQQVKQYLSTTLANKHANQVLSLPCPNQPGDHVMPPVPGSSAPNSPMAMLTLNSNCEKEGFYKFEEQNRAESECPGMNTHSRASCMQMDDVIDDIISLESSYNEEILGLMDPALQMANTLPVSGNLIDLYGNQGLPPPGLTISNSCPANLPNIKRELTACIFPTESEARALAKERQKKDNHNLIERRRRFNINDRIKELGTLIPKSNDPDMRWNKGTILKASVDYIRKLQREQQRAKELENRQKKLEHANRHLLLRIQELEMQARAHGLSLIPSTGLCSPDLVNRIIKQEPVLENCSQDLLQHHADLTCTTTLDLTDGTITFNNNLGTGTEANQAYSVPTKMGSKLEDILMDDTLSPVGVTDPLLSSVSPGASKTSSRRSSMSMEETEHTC
TEAD-YAP inh – TEAD-YAP interaction inhibition | HEK-TIYL cells, TEAD-Gal4/YAP UAS-luciferase luminescence | AID 1259422 | inhibition, % at 9.12 µM | actives 1.4% (n = 640,000); in the data active = inhibition above about 32%;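 note: 0% = median of test compound wells and 100% = reference inhibitor wells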
* = called active by the depositor; · = not tested or not shown. Rows are unselected (roughly 3.5% active in at least one column).

mol,MITF inh,FBW7 activator,GPR151 ag,TEAD-YAP inh
Cc1[nH][nH]c(=O)c1C(c1ccc([N+](=O)[O-])o1)c1c(C)[nH][nH]c1=O,59*,-1.4,0.0,4
CN(C)S(=O)(=O)c1ccc(Cl)c(NC(=O)CSc2n[nH]c(N)n2)c1,2,0.1,0.1,3
CN(C)c1ccc(/C=N/NC(=O)Cc2nnc(N)s2)cc1Br,8,-0.1,1.3,-6
CCOC(=O)N1CCC(N(CCOC)C(=S)Nc2cccc(C(F)(F)F)c2)CC1,18,0.1,1.3,0
Cc1ccc(Cl)cc1S(=O)(=O)NCc1ccsc1,-1,0.8,-1.9,3
CCCNc1nc(-c2cccc(N)c2)ncc1C,-1,0.6,-1.0,4
CCOC(=O)c1cn(CC(=O)Nc2ccc(OCC)cc2)c2nc(C)ccc2c1=O,3,0.0,1.8,24
C/C(=C\C(=O)c1ccc(C)cc1)NCc1ccccc1,-3,0.1,0.7,-35
O=C(Cn1cnc2c(nnn2Cc2ccccc2)c1=O)N1CCOCC1,4,0.1,3.3,-7
Cc1c(C(=O)Nc2cccc(C(F)(F)F)c2)sc2ncn(Cc3ccccc3Cl)c(=O)c12,1,0.2,1.0,2
COC(=O)Cn1c(=O)c2c(nc3n(-c4cccc(Cl)c4C)c(C)c(C)n23)n(C)c1=O,-5,0.1,0.3,3
COC(Cn1c(=S)[nH]c2c(sc3ccccc32)c1=O)OC,-4,0.3,2.5,2
CCN(CC)S(=O)(=O)c1ccc(N=Nc2c(N)[nH]c(=O)[nH]c2=O)cc1,0,0.4,1.0,-1
O=C1CCCN1CCCNc1nc(Nc2ccncn2)nc2nc[nH]c12,9,0.2,0.3,-8
O=C(NNC(=O)C1CCN(S(=O)(=O)Cc2ccccc2)CC1)c1ccc(F)cc1,4,-0.1,1.4,3
CC(C)c1ccc(CN[C@H]2C[C@H]3C(=O)N[C@H]([C@H](C)O)C(=O)N3C2)cc1,-10,0.0,0.8,1
O=C(C1CC(Cl)CN1S(=O)(=O)c1ccc(Cl)cc1)N1CCOCC1 (centres undefined),-1,-0.1,0.1,4
CCN1CCN(C(=O)c2ccc(CS(=O)(=O)Cc3ccccc3Cl)o2)CC1,6,0.0,1.4,6
O=C(Nc1ccc(N2CCCCC2)cc1)c1ccc(-c2ccccc2[N+](=O)[O-])o1,-1,-0.4,-0.4,-17
COc1cc2c(cc1NC(=O)Cc1ccc(Cl)cc1)oc1ccccc12,-11,-0.1,0.4,-6
CC(=O)Nc1ccc(S(=O)(=O)NCC(CCC(=O)O)C(F)(F)F)cc1 (centres undefined),-2,0.0,0.5,0
COC(=O)c1ccc(NC(=O)CC2C(=O)N(c3ccccc3)C(=S)N2Cc2ccc(OC)c(OC)c2)cc1 (centres undefined),4,0.0,1.8,4
COC(=O)c1ccc(CN2CCC(C)CC2)cc1,-1,0.3,3.0,7
Brc1ccccc1/C=N/Nc1nncc2ccccc12,-2,0.0,-1.7,-24
CCCCC/C=C\C/C=C\C=C\C(O)C/C=C\CCCC(=O)O (centres undefined),5,·,-0.4,·
CCOC(=O)N1CCN(c2c(NCCCN3CCCCCC3)c(=O)c2=O)CC1,14,0.7,0.2,-9
COc1cccc2c1OC1(CCN(C(=O)CCc3ccc4c(c3)OCO4)CC1)OC2,13,0.1,-0.7,1
COc1ccc(/C=C/C(=O)Nc2nc3c(s2)C(=O)CC(C)(C)C3)cc1,6,0.0,5.4*,0
N#CC1=C(N)OC2=C(C(=O)CC(c3ccco3)C2)C1c1ccc(OCc2ccc(F)cc2)cc1 (centres undefined),-4,0.1,0.7,-4
CC(C)(C)OC(=O)N1CCC(NC(=O)C2CCN(c3nc4ccccc4[nH]c3=O)CC2)CC1,10,0.3,-0.5,-7
CCCC(=O)N1c2ccccc2NC2=C(C(=O)CCC2)C1c1cccs1 (centres undefined),-138,-0.2,1.7,-2
Cn1ccnc1SCCNC(=O)CC1C(=O)NCCN1CC(C)(C)C (centres undefined),24,0.3,-1.1,3
O=C(CSc1nc(-c2ccccc2)cs1)Nc1ccccc1,-6,-0.3,-11,-4
CC(N=C1NS(=O)(=O)c2ccccc21)C(=O)NNC(=O)c1ccc2c(c1)OCO2 (centres undefined),-4,-0.1,0.0,-5
Fc1ccccc1CSc1nnc(-c2ccco2)n1-c1ccccc1,-5,0.3,0.1,1
CC(C)Oc1ccccc1NC(=O)c1ccccc1SCc1ccc(F)cc1,1,-0.1,0.7,-3
CC(=O)c1cccc(NC(=O)c2oc3ccc4c(c3c2C)C(=O)CC(C)(C)O4)c1,1,0.0,-0.4,52*
O=C1CS/C(=N/N=C/c2cccnc2)N1c1ccccc1,-14,0.0,-0.3,1
COc1ccc(-n2cc(C(=O)Nc3ccc(Oc4ccccc4)cc3)c3ccccc3c2=O)cc1,-1,0.1,0.4,3
COc1ccc(-n2c(CNC(=O)c3ccc(OC)cc3OC)n[nH]c2=S)cc1,0,0.0,0.0,-6
COC(=O)CN(c1cc(Cl)ccc1Cl)S(C)(=O)=O,1,0.0,1.0,-2
CN(C)C(=O)c1ccc(NC(=O)c2cccnc2)cc1,13,0.2,-0.9,-4
CC(=O)c1cnc(NC(C)C)c2ccccc12,6,0.2,-0.3,-6
Cc1ccc(-c2cc(-c3ccccc3)c(C#N)c(SCCS(=O)(=O)Cc3ccccc3)n2)cc1,-2,0.0,1.5,4
COCCn1c(-c2nc(C(=O)NCC3CCCO3)cs2)cc2ccccc21 (centres undefined),-2,0.8,-0.8,0
CC(C)[C@H](Cn1nc(-c2ccc(F)c(F)c2)ccc1=O)NC(=O)C1CC1,-9,-0.1,0.4,9
Cc1ccc(-n2c(O)c(C=Nc3ccc(S(=O)(=O)CCO)cc3)c(=O)[nH]c2=O)cc1,0,0.0,0.0,7
COc1ccc(CCN2C(=O)c3ccc(Oc4ccc(NC(=O)CSc5ccc(Br)cc5)cc4)cc3C2=O)cc1OC,4,0.0,0.8,10
CCOc1cc(C)c2c(=O)c(Oc3ccccc3)c(C(F)(F)F)oc2c1,15,1.2,-1.3,6
Cc1ccc(CNC(=O)c2snnc2C)cc1,-1,0.0,-1.1,-9
Cc1cn[nH]c1C1CCCN(C(=O)c2cc(C(C)C)[nH]n2)C1 (centres undefined),12,-0.1,-0.1,-4
CC1(C)CC(=O)c2cc(C#N)c(SCC(=O)Nc3ccc(C(=O)O)cc3)nc2C1,6,-0.1,-1.5,-6
N#CCCN1CCN(S(=O)(=O)c2ccc(S(=O)(=O)NC3CCCC3)cc2)CC1,2,-0.1,1.0,9
COc1ccc(Cn2c(=S)[nH]c3cc4c(cc3c2=O)OCO4)cc1,8,0.0,0.4,-1
O=C1CN(C(=S)Nc2ccc(F)cc2)CCN1,11,0.2,-1.0,-11
CCOc1ccc(C(=O)Nc2nnc(CC)s2)cc1Br,13,-0.1,0.1,2
Cc1ccc(Cl)c2sc(NC(=O)c3ccc4c(c3)OCCO4)nc12,7,0.8,0.0,-12
Cc1cc(NC(=O)CSCC(=O)OCC(=O)Nc2ccc3c(c2)OCO3)no1,-3,0.0,-0.4,4
CCOc1ccccc1C(=O)Nc1sc(C)c(CC)c1C(N)=O,4,-0.2,-0.5,0
COc1ccc(NS(=O)(=O)c2ccc(NC(=O)c3cccc([N+](=O)[O-])c3)cc2)cc1,3,-0.2,-0.1,33*

(further entries)
mol,MITF inh,FBW7 activator,GPR151 ag,TEAD-YAP inh
COCC(=O)Nc1ccc(C)cc1[N+](=O)[O-],0,0.1,2.9,-11
CCOc1ccccc1N(C)C(=O)Cn1ncc2c(=O)oc3ccc(C)cc3c21,23,0.9,-0.3,7
NC1(C(=O)O)C[C@@H](C(=O)O)[C@H](C(=O)O)C1,2,0.1,1.2,·
Cc1ccc(NC(=O)CCC(=O)OC(C)C)cc1,12,0.1,-0.3,8
O=C(CSc1nc(-c2ccccc2)cn1-c1ccc(F)cc1)NC1CCCCC1,16,0.2,0.3,5
Cc1nnc(Sc2nc3c(c(=O)[nH]c(=O)n3C)n2Cc2ccc(Cl)cc2)s1,18,0.4,-0.4,4
CCOc1ccc2nc(N3CCCCCC3)sc2c1,-5,1.1,-0.8,-54
C/C(=N\Nc1nc(C)cc(C)n1)c1ccco1,16,-0.1,-0.8,-3
CCOc1ccc(C(=O)COC(=O)c2ccccc2O)cc1,18,0.0,-0.7,4
Cc1cc(C2(c3ccc(O)c(C)c3)CCC(C)CC2)ccc1O,-3,0.0,2.7,16
O=C1C(c2ccc(F)cc2)N(Cc2ccco2)C(=O)CN1C1CCCCC1 (centres undefined),9,-0.1,0.6,14
Cc1cc(C(F)(F)F)c2c(N)c(C(=O)c3ccc(Cl)s3)sc2n1,8,0.1,1.1,4
Cc1c(N2C(=O)c3ccccc3C2=O)c(=O)n(-c2ccccc2)n1C,10,0.0,0.8,6
CC1(C)OC2C(COS(C)(=O)=O)OC(n3ncc(=O)[nH]c3=O)C2O1 (centres undefined),-2,0.0,1.9,-11
COCC(C)NC(=O)C1CC(c2c(F)cccc2Cl)=NO1 (centres undefined),2,0.2,-0.1,-1
CC(=O)c1ccc(NC(=O)NCc2ccncc2)cc1,-11,-0.4,1.6,-2
COc1cccc(/C=C2/NC(=O)N(Cc3ccc(Br)cc3)C2=O)c1OC,-2,-0.2,0.1,5
COc1cc2nc(NCCCN3CCCC3=O)nc(Nc3ccc(NC(C)=O)cc3)c2cc1OC,12,-0.2,-0.3,4
O=C(N/N=C/c1ccccc1F)c1cccc2cc[nH]c12,-2,0.1,0.7,-21
Cc1cnc(NC(=O)CSc2nnc3c(n2)[nH]c2ccc(F)cc23)s1,-1,-0.1,0.0,7
COc1ccc(-c2cn(-c3ccccc3)c3[n+]2CCS3)cc1,9,-0.1,0.0,32*
Fc1ccc2nc3c(nc2c1)c1ccccc1n3Cc1cc(Cl)cc2c1OCOC2,2,0.0,0.3,-11
O=[N+]([O-])c1ccc(OCCCCCN2CCCCC2)cc1,-2,-0.1,-0.7,1
CCc1ccccc1N(CC(=O)Nc1ccc(Cl)cc1C)S(C)(=O)=O,2,0.0,0.4,6
COc1ccc(/C=C/C(=O)Nc2cccc([N+](=O)[O-])c2)cc1,2,0.0,2.9,-48
C(=N\n1cnnc1)/c1ccc(N2CCOCC2)s1,19,0.4,-1.2,3
Cc1ccc(OCC(=O)NNC(=O)c2cccs2)c(C)c1,-4,0.0,0.4,-8

Grouped by structure, the entries above containing an aryl thioether with sulfur outside any ring (eleven)
mol,MITF inh,FBW7 activator,GPR151 ag,TEAD-YAP inh
CN(C)S(=O)(=O)c1ccc(Cl)c(NC(=O)CSc2n[nH]c(N)n2)c1,2,0.1,0.1,3
Cn1ccnc1SCCNC(=O)CC1C(=O)NCCN1CC(C)(C)C (centres undefined),24,0.3,-1.1,3
O=C(CSc1nc(-c2ccccc2)cs1)Nc1ccccc1,-6,-0.3,-11,-4
Fc1ccccc1CSc1nnc(-c2ccco2)n1-c1ccccc1,-5,0.3,0.1,1
CC(C)Oc1ccccc1NC(=O)c1ccccc1SCc1ccc(F)cc1,1,-0.1,0.7,-3
Cc1ccc(-c2cc(-c3ccccc3)c(C#N)c(SCCS(=O)(=O)Cc3ccccc3)n2)cc1,-2,0.0,1.5,4
COc1ccc(CCN2C(=O)c3ccc(Oc4ccc(NC(=O)CSc5ccc(Br)cc5)cc4)cc3C2=O)cc1OC,4,0.0,0.8,10
CC1(C)CC(=O)c2cc(C#N)c(SCC(=O)Nc3ccc(C(=O)O)cc3)nc2C1,6,-0.1,-1.5,-6
O=C(CSc1nc(-c2ccccc2)cn1-c1ccc(F)cc1)NC1CCCCC1,16,0.2,0.3,5
Cc1nnc(Sc2nc3c(c(=O)[nH]c(=O)n3C)n2Cc2ccc(Cl)cc2)s1,18,0.4,-0.4,4
Cc1cnc(NC(=O)CSc2nnc3c(n2)[nH]c2ccc(F)cc23)s1,-1,-0.1,0.0,7
